# Source: PubChem BioAssay
# PAX8 inh HTS: lowers PAX8-driven luciferase in RMG-I cells. RMG-I TPO-luciferase reporter, SteadyGlo, 24 h. inhibition, % at 12.6 µM. 360,000 compounds, 1.2% hits;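 active = mean replicate inhibition at least 60% with every replicate also reaching 60%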;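 note: luciferase light reporting Pax8 driven TPO promoter activity; plate controls were median of neutral control wells for no effect and mitoxantrone controls for full effect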
# Cneo AK release: Cryptococcus neoformans lysis via adenylate kinase release; C. neoformans lysis, adenylate kinase release luminescence, 4 h; normalised: neutral wells 0, clomiphene wells 100; lysis activity, % at 15 µM; 360,000 compounds, 0.2% hits; AID 651654;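 active = mean lysis activity across replicates of at least 80%, whatever share of replicates individually reach that level; inactive = mean lysis activity below 80%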
#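 Assay system: log-phase C. neoformans yeast / Quantity: yeast cell density of 5 × 10^6 cells/mL / Medium: fresh YPD growth medium / Compound: single dose / Timing: static 4 h at 37 °C with compound, 1 h detection / Measured by: adenylate kinase release luminescence / Read-out: lysis from increased AK signal / Benchmarks: Clomiphene as positive lysis control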
# LGR2 antag: blocks bursicon-induced cAMP signaling via Drosophila LGR2; HEK293 LGR2, CRE-luciferase, bursicon-stimulated, 4 h; inhibition, % at 9.99 µM; AID 720647; 380,000 compounds, 0.35% hits;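 active = drop in luminescence signal, shown as inhibition above about 50% in the replicate tests, limit read from the data, passing the limit was not always enough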;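 note: agonist challenge used bursicon conditioned medium at about half maximal strength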
# CASP6 VEID inh: inhibitors of human caspase-6. inhibition, % at 12.5 µM. P55212. purified caspase-6, Z-VEID-R110 cleavage fluorescence. 350,000 compounds, 0.53% hits;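 active = mean inhibition across replicates at least about 35%, with every replicate also reaching that limit, limit read from the data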;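 note: 0% = median of neutral control wells and 100% = no fluorescence left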
# Target sequence (P55212 24-179 limits assumed): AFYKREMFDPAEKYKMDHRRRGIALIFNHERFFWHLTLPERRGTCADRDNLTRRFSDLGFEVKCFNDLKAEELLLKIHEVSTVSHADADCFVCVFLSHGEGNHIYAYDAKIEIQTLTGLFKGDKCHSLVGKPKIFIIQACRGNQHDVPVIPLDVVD
# Target sequence (P55212 194-293 limits assumed): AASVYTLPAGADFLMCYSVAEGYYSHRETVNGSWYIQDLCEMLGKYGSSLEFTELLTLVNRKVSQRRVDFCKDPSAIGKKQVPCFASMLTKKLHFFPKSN
# PGC1a acetyl inh: PGC1a acetylation modulation, inhibitor mode; U2OS PGC1a acetylation, AlphaScreen anti-acetyl-lysine; with virally co-expressed GCN5 acetyltransferase; 350,000 compounds, 0.17% hits; inhibition, % at 15.6 µM;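 active = every replicate shows inhibition of at least 40%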;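 note: 0% = neutral control wells and 100% = positive control wells; some results beyond the cut were filed as inactive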
# EWS-Fli inh: blocks EWS/Fli oncoprotein-driven transcription | inhibition, % at 12.6 µM | AID 651661 | A673 NR0B1-luciferase reporter, viability-normalised | 350,000 compounds, 0.67% hits;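 active = mean inhibition of at least 50% after viability correction, with every replicate also passing that limit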;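 note: firefly luciferase signal divided by Alamar Blue viability fluorescence both relative to DMSO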
# miR-122 sensor: blocks miR-122 activity in Huh7 sensor cells; activation (reporter increase), % at 12.5 µM; Huh7 miR-122 Renilla luciferase sensor, 48 h; neutral wells = 0, positive control = 100; 340,000 compounds, 0.3% hits;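 active = mean replicate activation score at least 90 and every replicate individually at or above 90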;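 note: higher luciferase means less miR-122 activity so hits act as miR-122 inhibitors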
# FN deposition inh: fibronectin deposition inhibition; AH1F fibroblasts, Alexa488-fibronectin deposition fluorescence, overnight; inhibition, % at 12.6 µM; 350,000 compounds, 0.086% hits;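 active = mean inhibition across replicates of 30% or more, regardless of how many single replicates reach that level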;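 note: positive control wells lacked labelled fibronectin entirely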
#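 Material – AH1F fibroblast monolayer, labelled fibronectin deposition · Reagent – labelled fibronectin 24 nM · Timing – 1 h adhesion, overnight exposure · Measured by – fluorescence at 485 nm excitation, 525 nm emission · Read-out – inhibition of fibronectin deposition signal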
# * marks the source's active call; other numbers are inactive results; x = no result given; [ ] = dose if it differs, or a comment. Rows are unselected. Share with any hit: about 2.5%.
# Every second line gives: PAX8 inh HTS	Cneo AK release	LGR2 antag	CASP6 VEID inh	PGC1a acetyl inh	EWS-Fli inh	miR-122 sensor	FN deposition inh
> O=C1c2ccc3c4c(ccc(c24)C(=O)N1c1ccc(O)cc1)C(=O)N(c1ccc(O)cc1)C3=O
  -1	x	-3	5	x	5	x	-1
> CCCCCCC(=O)Nc1nc(C)c(-c2csc(Nc3ccccc3OC)n2)s1
  9	2	-3	-1	5	-26	-4	7
> COCCn1c(Sc2ccc(C)cc2)nc2c1c(=O)[nH]c(=O)n2C
  -6	-2	x	x	3	x	-6	4
> CCCN1[C@H](C(=O)Nc2nccs2)[C@@H](CO)[C@@H]2Cn3c(ccc(-c4ccccc4OC)c3=O)[C@@H]21
  25	-5	5	1	x	7	x	x
> CCOC(=O)CN1C(=O)C(=O)c2cccc(C)c21
  4	-4	20	0	10	37	-7	1
> C[C@@H]1CN([C@@H](C)CO)S(=O)(=O)c2ccc(-c3ccc(F)cc3)cc2O[C@@H]1CN(C)C
  x	-8	-2	-4	-5	-4	1[16.7 µM]	10
> C[C@@H]1CCCCO[C@H](CN(C)Cc2ccccc2)[C@@H](C)CN([C@H](C)CO)C(=O)c2cc(NS(=O)(=O)c3cccs3)ccc2O1
  -11	-2	-8	-1	-7	-6	11[16.7 µM]	-3
> Cc1cc(C)nc(N2CCN(CC(=O)NCc3ccccc3)CC2)n1
  x	-1	8	x	16	x	-4	8
> CCNC(=S)Nc1c(C)n(C)n(-c2ccccc2)c1=O
  -2	x	-4	0	x	17	x	-4
> Nc1nc(SCC(=O)c2ccc(F)cc2)n[nH]1
  8	4	0	-1	x	2	-13	1
> Clc1nc(-c2ccccn2)nc2scc(-c3ccccc3)c12
  16	-4	46	x	-21	x	-3	x
> CN(C)S(=O)(=O)N1CCN(CC(O)COc2ccc(-c3ccccc3)cc2)CC1 (configuration not stated)
  6	-2	5	2	1	12	-4	-1
> COc1ccc(OC)c(C2C(C(C)=O)=C(O)C(=O)N2CCN2CCOCC2)c1 (configuration not stated)
  x	0	x	x	-7	x	2	5
> CC(NC(=O)Cc1ccc(S(=O)(=O)N2CCOCC2)s1)c1ccc(Cl)cc1Cl (configuration not stated)
  10	0	10	-8	4	x	10	10
> COCC(=O)Nc1ccc2c(c1)[C@@H]1C[C@@H](CC(=O)NCc3ccccc3F)O[C@H](CO)[C@@H]1O2
  7	-2	-12	1	-2	-6	1[16.7 µM]	x
> C[C@H]1CN([C@@H](C)CO)S(=O)(=O)c2ccc(-c3ccccc3F)cc2O[C@@H]1CN(C)Cc1ccncc1
  x	-2	-3	3	-8	28	-13[16.7 µM]	-1
> Cc1ccc2nc(C)cc(Nc3ccc4c(c3)OCCO4)c2c1
  -34	-5	x	x	-39	x	-3	10
> Cc1ccccc1S(=O)(=O)N1CC[C@@H]2[C@@H](CO)N(C)c3ccc(-c4cccc(F)c4)cc3[C@@H]21
  25	-16	8	x	0	-5	79[16.7 µM]	10
> CCCNC(=O)C[C@@H]1CC[C@@H]2[C@H](COC[C@H](O)CN2C(=O)Nc2ccccc2OC)O1
  -2	2	-8	0	-1	0	-1[16.7 µM]	-10
> COc1ccc(NC(=O)Nc2ccc3c(c2)C(=O)N([C@@H](C)CO)C[C@H](C)[C@@H](CN(C)S(=O)(=O)c2ccc(C)cc2)OCCCC[C@H](C)O3)cc1
  -3	1	-1	-4	-10	-5	4[16.7 µM]	x
> O=C(NCCO)c1ccc2[nH]c3c(c2c1)CCCC3
  x	-1	-6	4	-6	-30	1	x
> COc1ccccc1Cc1c(-c2cccc(Br)c2)nc2ccc(Cl)cn12
  -70	0	-67	-2	11	-77	-1	-4
> Cc1ccc(S(=O)(=O)N2CCN(C(=O)N3CCOCC3)C2C)cc1 (configuration not stated)
  x	-2	x	x	3	x	10	1
> CN1CCC(N(C)C(=S)Nc2ccc(SC(F)F)cc2)CC1
  x	-2	18	x	1	x	-1	x
> Cc1ccccc1OCc1nc2ccccc2c(=O)n1/N=C/c1cn[nH]c1-c1ccc(Br)cc1
  13	x	-1	-5	x	3	x	2
> O=C(NNC(=O)c1ccccc1Cl)c1cccs1
  -98	2	x	x	14	x	-6	4
> COc1ccccc1CCC(=O)OCC(=O)Nc1ccc(C(N)=O)cc1
  -24	0	7	-4	-2	0	2	6
> COc1cccc(CNC(=S)NC2CCCC2)c1
  -2	11	1	0	x	-4	35	0
> CC(C)CC#Cc1ccc2c(c1)O[C@@H](CN(C)Cc1ccccn1)[C@@H](C)CN([C@@H](C)CO)S2(=O)=O
  47	-9	-12	0	-14	22	-5[16.7 µM]	4
> O=c1c(N=Nc2ccc(O)cc2)c(-c2ccccc2)[nH]n1-c1ccc([N+](=O)[O-])cc1
  2	2	x	x	2	5	-7	x
> O=C(N[C@H]1C=C[C@H](CC(=O)N2CCN(c3ccccc3)CC2)O[C@H]1CO)c1ccncc1
  -16	21	-9	1	4	-6	6[16.7 µM]	x
> O=C(Nc1ccccc1F)N[C@H]1CC[C@H](CCNC(=O)C2CCC2)O[C@@H]1CO
  3	-2	9	1	1	5	x	x
> Cn1c(=O)c2ccccc2n(CC(=O)N2CCCc3ccccc32)c1=O
  8	-1	-12	0	5	5	-4	1
> COCC(=O)N[C@@H]1C=C[C@@H](CC(=O)N2CCCCC2)O[C@@H]1CO
  2	-5	6	0	-4	-6	2[16.7 µM]	5
> CC(C)(C)c1nnc(NS(=O)(=O)c2cc(Cl)ccc2Cl)s1
  -7	0	4	2	1	10	4	-1
> O=C(COc1ccc([N+](=O)[O-])cc1)Nc1ccc(CN2CCOCC2)cc1
  -4	x	-13	-3	x	-8	x	-9
> O=C1Nc2ccccc2N(O)N1c1ccc(Cl)c(Cl)c1
  2	x	-6	1	3	6	x	-4
> CCCN1[C@H](C(=O)NCC(F)(F)F)[C@@H](CO)[C@@H]2Cn3c(ccc(-c4ccccc4)c3=O)[C@@H]21
  5	-2	18	2	-6	-2	3[16.7 µM]	x
> O=C(COC(=O)CCCNC(=O)c1ccc(Cl)cc1)Nc1cc(Cl)ccc1Cl
  -15	4	0	0	x	-9	-4	4
> COc1ccc(CN(C)C[C@@H]2Oc3ccc(NS(C)(=O)=O)cc3C(=O)N([C@@H](C)CO)C[C@@H]2C)cc1
  -1	-1	10	-1	-7	-2	-1[16.7 µM]	x
> C[C@@H]1CN([C@H](C)CO)S(=O)(=O)c2ccc(-c3ccccc3)cc2O[C@H]1CN(C)S(C)(=O)=O
  x	8	4	-4	-7	-3	-3[16.7 µM]	-2
> CCOC(=O)C1CCN(C(=O)c2ccc3c(c2)NC(=O)/C(=C\c2cccc(C)c2)S3)CC1
  -8	-1	3	1	-18	x	3	3
> CC(C)(C)[C@H]1C=C(C(=O)N2CCCC2)O[C@@H](OCc2ccc(CO)cc2)C1
  x	-14	x	8	0	-1	x	x
> CC(C)c1ccc(NC2CCCN(C(=O)c3cscn3)C2)cc1 (configuration not stated)
  -16	0	-18	-5	3	x	-6	x
> Clc1cccc(N/N=C/c2ccc(N3CCOCC3)cc2)c1
  x	1	-72	-4	7	-82	-5	x
> CCN(CC)S(=O)(=O)c1cccc(C(=O)Nc2ccc(Cl)cn2)c1
  -27	-16	x	x	-11	x	17	1
> COc1cccc(C(=O)NCC(=O)N/N=C(C)\C=C\c2ccccc2)c1
  3	x	19	1	13	0	x	x
> CNC[C@H]1OCCCC[C@@H](C)Oc2ccc(NS(=O)(=O)c3cccs3)cc2C(=O)N([C@H](C)CO)C[C@H]1C
  -1	-3	11	-5	3	x	7[16.7 µM]	x
> COc1ccc(CN(C)C[C@H]2OCCCC[C@@H](C)Oc3ccc(NC(=O)Nc4ccc(OC)cc4)cc3C(=O)N([C@H](C)CO)C[C@H]2C)cc1
  6	-7	2	-2	6	1	1[16.7 µM]	9
> CC(C)CC(=O)Nc1ccnc(-c2ccncc2)n1
  -15	1	-14	-1	x	10	-7	-13

# Carrying on.
# Every second line gives: PAX8 inh HTS	Cneo AK release	LGR2 antag	CASP6 VEID inh	PGC1a acetyl inh	EWS-Fli inh	miR-122 sensor	FN deposition inh
> C[C@H]1CN([C@@H](C)CO)C(=O)c2cc(C3=CCCC3)cnc2O[C@@H]1CN(C)C(=O)CN1CCOCC1
  -5	-5	-9	-1	10	17	15[16.7 µM]	-1
> Cc1cc(NC(=O)COc2ccccc2C(N)=O)no1
  -73	0	-28	-6	-1	-69	x	1
> CC(=O)OC[C@@H]1CN(Cc2ccccc2)C[C@H](n2cnc3c(Nc4ccccc4)ncnc32)O1
  13	-3	-5	1	x	-2	6	-8
> O=S(=O)(c1ccccc1)N(CC(F)(F)F)c1ccc(C(O)(C(F)(F)F)C(F)(F)F)cc1
  15	-1	21	-3	-64	27	6	4
> O=C(CSc1nnc(COc2ccccc2)n1Cc1ccco1)c1ccc(F)cc1
  4	1	x	x	x	x	14	-14
> COc1cc(NC(=O)c2sc(C)nc2C)c(OC)cc1NC(=O)c1ccccc1
  14	2	-11	-1	4	2	3	-12
> Cc1[nH]c(=O)[nH]c(=O)c1NS(=O)(=O)c1ccccc1
  15	x	x	-2	x	8	x	6
> Cc1c(NS(=O)(=O)c2cc(C(=O)NCC3CCCO3)cc(Cl)c2Cl)c(=O)n(-c2ccccc2)n1C (configuration not stated)
  9	x	-9	1	x	-11	x	0
> Cc1nc2c(OCc3ccc(Cl)cc3Cl)cccn2c1N(C)Cc1cccs1
  28	1	-4	0	7	24	0	12
> O=C(c1ccc2nc(-c3ccco3)c(-c3ccco3)nc2c1)N1CCN(c2ncccn2)CC1
  -1	0	x	x	0	x	-1	15
> Cc1ccccc1NC(=O)N(O)C1(C#N)CCCCC1
  16	x	-2	0	x	5	x	5
> C#CCCCCCCCCC(=O)NCCCC
  1	x	12	0	-3	5	-4	0

# 9 of these compounds in a different format.
SMILES	PAX8 inh HTS	Cneo AK release	LGR2 antag	CASP6 VEID inh	PGC1a acetyl inh	EWS-Fli inh	miR-122 sensor	FN deposition inh
O=C1c2ccc3c4c(ccc(c24)C(=O)N1c1ccc(O)cc1)C(=O)N(c1ccc(O)cc1)C3=O	-1	x	-3	5	x	5	x	-1
CCCCCCC(=O)Nc1nc(C)c(-c2csc(Nc3ccccc3OC)n2)s1	9	2	-3	-1	5	-26	-4	7
COCCn1c(Sc2ccc(C)cc2)nc2c1c(=O)[nH]c(=O)n2C	-6	-2	x	x	3	x	-6	4
CCCN1[C@H](C(=O)Nc2nccs2)[C@@H](CO)[C@@H]2Cn3c(ccc(-c4ccccc4OC)c3=O)[C@@H]21	25	-5	5	1	x	7	x	x
CCOC(=O)CN1C(=O)C(=O)c2cccc(C)c21	4	-4	20	0	10	37	-7	1
C[C@@H]1CN([C@@H](C)CO)S(=O)(=O)c2ccc(-c3ccc(F)cc3)cc2O[C@@H]1CN(C)C	x	-8	-2	-4	-5	-4	1[16.7 µM]	10
C[C@@H]1CCCCO[C@H](CN(C)Cc2ccccc2)[C@@H](C)CN([C@H](C)CO)C(=O)c2cc(NS(=O)(=O)c3cccs3)ccc2O1	-11	-2	-8	-1	-7	-6	11[16.7 µM]	-3
Cc1cc(C)nc(N2CCN(CC(=O)NCc3ccccc3)CC2)n1	x	-1	8	x	16	x	-4	8
CCNC(=S)Nc1c(C)n(C)n(-c2ccccc2)c1=O	-2	x	-4	0	x	17	x	-4
